Screening data as filed in PubChem.
NPR1 activator: GC-A stimulated cGMP production enhancers – HEK293 GC-A cells, cGMP TR-FRET, EC30 ANP, primary screen; activation, % at 10 µM; AID 1671463, 2021; actives 0.14% (n = 370,000); 0% at EC30 ANP, 100% saturating ANP; in the data active means activation above about 40%
ADAM10 inh: human ADAM10 inhibitors, primary screen, biochemical, QFRET, HTS | Disintegrin and metalloproteinase domain-containing protein 10 (Homo sapiens), O14672 | recombinant ADAM10, EDANS/DABCYL FRET peptide cleavage, 3 h | inhibition, % at 7 µM | actives 0.62% (n = 370,000);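 active means inhibition above a per-campaign cutoff equal to the mean of compounds falling between control-based bounds plus 3 SD, cut at about 20% in these data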;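 further: 0% = DMSO wells while the 100% control is not disclosed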
Target sequence (O14672 214-748 limits assumed): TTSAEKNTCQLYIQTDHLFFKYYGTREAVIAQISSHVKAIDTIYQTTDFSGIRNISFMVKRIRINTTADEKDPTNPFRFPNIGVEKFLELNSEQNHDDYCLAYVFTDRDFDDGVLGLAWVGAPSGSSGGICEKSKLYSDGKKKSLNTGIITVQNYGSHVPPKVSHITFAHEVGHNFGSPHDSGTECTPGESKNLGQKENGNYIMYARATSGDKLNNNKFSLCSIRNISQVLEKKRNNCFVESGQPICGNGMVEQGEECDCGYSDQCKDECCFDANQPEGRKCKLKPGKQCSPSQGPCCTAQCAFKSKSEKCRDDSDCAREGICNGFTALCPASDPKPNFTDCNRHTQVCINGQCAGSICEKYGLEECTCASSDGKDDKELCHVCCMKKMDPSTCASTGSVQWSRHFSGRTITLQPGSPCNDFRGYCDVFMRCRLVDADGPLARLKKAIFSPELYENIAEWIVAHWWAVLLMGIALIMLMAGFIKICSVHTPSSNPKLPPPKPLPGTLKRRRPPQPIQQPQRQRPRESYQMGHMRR
ARFGAP1 inhibitor: inhibitors of rat ARFGAP1 GAP activity, primary screen, biochemical, fluorescence polarization, GDP tracer | ADP-ribosylation factor GTPase-activating protein 1 (Rattus norvegicus), Q62848 | Arfgap1-stimulated ARF1 GTP hydrolysis, GDP FP detection | inhibition, % at 16.5 µM | actives 0.26% (n = 360,000);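 active means inhibition above a per-plate limit, mean inhibition of low control wells plus 3 SD, cut at about 25% in these data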;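 further: 0% = DMSO wells with enzyme and 100% = wells lacking Arfgap1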
Target sequence (Q62848 1-136 limits assumed): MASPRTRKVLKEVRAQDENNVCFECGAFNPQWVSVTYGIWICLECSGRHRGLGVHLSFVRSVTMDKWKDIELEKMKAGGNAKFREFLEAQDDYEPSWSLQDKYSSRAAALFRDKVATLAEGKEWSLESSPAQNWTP
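Material – truncated rat Arfgap1 GAP domain · Buffer or medium – HEPES-based buffer, pH 7.5 · Reagent – human ARF1(Δ1-17)-GTP substrate · Dosing – 16.5 µM single point, 1.26% DMSO · Schedule – GTP hydrolysis reaction 2 h at 25 °C · Technique – GDP detection by fluorescence polarization · Benchmarks – No-Arfgap1 wells (100%) versus DMSO full-reaction wells (0%) · Repeats – single replicate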
KLK7 zymogen act: proKLK7 zymogen activators, primary screen, biochemical, fluorescence intensity; activation, % at 7 µM; actives 0.9% (n = 370,000); Kallikrein-7 (Homo sapiens), P49862; purified proKLK7, EDANS-DABCYL substrate fluorescence; 100% is mature enzyme control, 0% vehicle;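 active means activation above the mean of all tested compounds plus 3 SD, computed per campaign excluding outliers beyond control limits, cut at about 13% in these data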
Target sequence (P49862 whole entry, looked up): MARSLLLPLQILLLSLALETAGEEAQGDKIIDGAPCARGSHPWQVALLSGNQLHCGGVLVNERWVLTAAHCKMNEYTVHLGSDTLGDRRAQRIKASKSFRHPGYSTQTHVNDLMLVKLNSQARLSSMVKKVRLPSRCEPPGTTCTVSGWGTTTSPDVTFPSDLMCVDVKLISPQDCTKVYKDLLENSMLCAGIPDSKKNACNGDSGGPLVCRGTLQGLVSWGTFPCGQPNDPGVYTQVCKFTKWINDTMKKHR
ASAP1 inh: inhibitors of human ASAP1 ArfGAP activity, primary screen, biochemical, fluorescence polarization; Arf-GAP with SH3 domain, ANK repeat and PH domain-containing protein 1 (Homo sapiens), …; ASAP1-stimulated ARF1 GTP hydrolysis, GDP FP detection; inhibition, % at 16.5 µM; actives 0.19% (n = 360,000); in the data active means inhibition above about 25%;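 further: 0% = vehicle with enzyme and substrate and 100% = no enzyme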
rCAG RNA binder: binders of r(CAG) RNA repeats, primary screen, biochemical, fluorescence; r(CAG) RNA repeat, TO-PRO-1 dye displacement fluorescence; inhibition, % at 3 µM; actives 1.3% (n = 370,000); AID 651821, 2012;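 active means inhibition above the plate cutoff, the mean of all test compounds on that plate plus 3 SD, cut at about 35% in these data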;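 further: 0% = DMSO alone and 100% = 100 µM mitoxantrone as full dye displacement; higher means more dye released from RNA so lower well fluorescence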
GAA850 FXN act: FXN promoter activators, primary screen, cell-based, luciferase luminescence, HEK293 lucGAA850; HEK293 lucGAA850 FXN promoter luciferase reporter, 24 h; percent of 10 µM SAHA response; activation, % at 6 µM; actives 0.56% (n = 360,000); AID 540364, 2011;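 active means activation above the average of all compounds screened plus 3 SD, cutoff fixed separately per campaign, cut at about 7.5% in these data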;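 further: 0% = DMSO wells and 100% = 10 µM SAHA wells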
DDE Tn6 FP inh: inhibitors of Tn6 peptide binding to fibrin DD(E), primary screen, biochemical, fluorescence polarization, human fibrin, Tn6 probe; Fibrinogen beta chain (Homo sapiens), P02675; Fibrin DD(E) TRITC-Tn6 fluorescence polarization displacement; inhibition, % at 8.3 µM; actives 0.21% (n = 370,000); AID 720509, 2013;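 active means inhibition above a per-campaign cutoff: mean of compounds within control limits plus 3 SD, cut at about 15% in these data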;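 further: 0% = median of all compound wells on the plate and 100% = blocking peptide control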
sPLA2-III inh: human group III sPLA2 inhibitors, primary screen, biochemical, QFRET, BODIPY PC-A2 liposome substrate; QFRET BODIPY PC-A2 liposome hydrolysis, fluorescence; inhibition, % at 12.2 µM; actives 0.56% (n = 370,000); AID 743126, 2013;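 active means inhibition above mean plus 3 SD of compounds lying within the high and low control bounds, cut at about 19% in these data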;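 further: 0% = median of test compound wells and 100% = no enzyme DMSO wells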
NPR2 activator: human GC-B receptor activators, primary screen, HEK293 GC-B cells, cGMP TR-FRET, EC30 CNP | Atrial natriuretic peptide receptor 2 (Homo sapiens), P20594 | 0% at EC30 CNP, 100% saturating CNP | activation, % at 10 µM | actives 0.11% (n = 370,000) | AID 1920062, 2024;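 active means activation at 10 µM reaching about 35% in either raw or pattern-adjusted values, limit read from the data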
An asterisk follows results filed as active; . = not tested or not shown; & = joins results of further samples. An excerpt (hit frequency here may not be typical).

SMILES | NPR1 activator | ADAM10 inh | ARFGAP1 inhibitor | KLK7 zymogen act | ASAP1 inh | rCAG RNA binder | GAA850 FXN act | DDE Tn6 FP inh | sPLA2-III inh | NPR2 activator
N#Cc1ccc(NC(=S)N2Cc3ccc(Br)cc3-n3nncc3C2)cc1 | 1 | -9 | 2 | -0.5 | 7 | 7 | . | 5 | 11 | -3
CCC(=O)N1CC(=O)Nc2ccc(F)cc2C1c1ccccc1 (configuration not stated) | 1 | 5 | -9 | -0.9 | 0 | 3 | -1.5 | 0 | 8 | 0
Clc1cccc(N2Cc3ccccc3-n3nncc3C2)c1 | -3 | -5 | -1 | -0.5 | 14 | 4 | . | 3 | 1 | -5
CC(C)c1ccc(-n2c(O)c(/C=N/NC(=O)c3ccccc3O)c(=O)[nH]c2=S)cc1 | -1 | -11 | 5 | 0.4 | 7 | 82* | 1.3 | 0 | 12 | -3
CCOC(=O)c1c(-c2ccccc2)oc2ccc(OC(=O)N(C)C)cc12 | -5 | -231 | 11 | -4.0 | -2 | -4 | 1.1 | 2 | 1 | 0
COC(=O)c1cncn1C(C)c1ccccc1 (configuration not stated) | -1 | -4 | 8 | 0.3 | 0 | -4 | -2.2 | 2 | 5 | 5
COC(=O)C1=C(c2c(C)noc2C)C[C@@H]2CC[C@H]1N2C(=O)NCc1ccc(C(F)(F)F)cc1 | -2 | 1 | -9 | 0.5 | -10 | -7 | 1.4 | 2 | 0 | -2
CC(=O)OC1CC(OC2C(O)CC(OC3C(O)CC(OC4CCC5(C)C(CCC6C5CCC5(C)C(C7=CC(=O)OC7)CCC65O)C4)OC3C)OC2C)OC(C)C1OC1OC(CO)C(O)C(O)C1O (configuration not stated) | 4 | -4 | 3 | -0.1 | -11 | 5 | -15 | -5 | -20 | 3
Nc1ccnn1C1CCNCC1 | 2 | -4 | 8 | -0.2 | 22 | 0 | -1.4 | -4 | 0 | 3
Cc1ccc(-n2c(C)nc3ccccc3c2=O)c(C)c1 | 5 | -6 | -10 | -0.5 | 10 | -1 | -0.5 | -2 | 7 | 7
C/C(=N\N1CCCCCC1)c1c(O)n(C2CCCCC2)c(=O)[nH]c1=O | 0 | 3 | -12 | 0.9 | -2 | -5 | 2.2 | 12 | -5 | 0
CC(C)N1CCOC(c2ccc(O)c(O)c2)C1 (configuration not stated) | -1 | 3 | -10 | 0.8 | 9 | 4 | . | 4 | 0 | 4
Nc1ccc(C2(c3ccc(N)cc3)CN3CCC2CC3)cc1 | -12 | -7 | 1 | -0.1 | -7 | 7 | 0.6 | 0 | 8 | -11
COP(=S)(OC)Oc1ccc(SC)c(C)c1 | -3 | -4 | 4 | 0.2 | -8 | 0 | -0.1 | 7 | 6 | -2
CCOC(=O)C1(CCc2ccccc2)CCN(Cc2cccc3c2OCO3)CC1 | -6 | 3 | 2 | -0.2 | 11 | -1 | 1.6 | -1 | -10 | -9
O=c1[nH]c(=S)[nH]c(O)c1N=Nc1ccc(OC(F)F)cc1 | -1 | 2 | -4 | 0.2 | -11 | 2 | 4.2 | 5 | 16 | -4
CCC1(C)OC(c2ccccc2)=C/C(=C/C=C2C(=O)NC(=O)NC2=O)O1 (configuration not stated) | -49 | 3 | -9 | 1.6 | 0 | -68 | 1.8 | -2 | -22 | -10
C=CCc1cc(C=C2C(=O)N(C)C(=O)N(C)C2=O)cc(OCC)c1OCc1ccccc1 | -2 | 0 | -3 | 0.0 | -2 | 5 | 1.5 | 1 | 0 | -2
CN1CCN(c2ccc([N+](=O)[O-])c(NCC3CCCO3)c2)CC1 (configuration not stated) | -2 | 0 | -1 | -0.4 | -3 | -1 | 1.0 | 0 | 14 | 0
COc1ccc2c(CN3CC=C(c4ccccc4)CC3)cc(=O)oc2c1 | -1 | -316 | -1 | -6.8 | 4 | 5 | -1.3 | -1 | -4 | -1

As a short view, 6 of the compounds above.
SMILES | NPR1 activator | ADAM10 inh | ARFGAP1 inhibitor | KLK7 zymogen act | ASAP1 inh | rCAG RNA binder | GAA850 FXN act | DDE Tn6 FP inh | sPLA2-III inh | NPR2 activator
N#Cc1ccc(NC(=S)N2Cc3ccc(Br)cc3-n3nncc3C2)cc1 | 1 | -9 | 2 | -0.5 | 7 | 7 | . | 5 | 11 | -3
CCC(=O)N1CC(=O)Nc2ccc(F)cc2C1c1ccccc1 (configuration not stated) | 1 | 5 | -9 | -0.9 | 0 | 3 | -1.5 | 0 | 8 | 0
Clc1cccc(N2Cc3ccccc3-n3nncc3C2)c1 | -3 | -5 | -1 | -0.5 | 14 | 4 | . | 3 | 1 | -5
CC(C)c1ccc(-n2c(O)c(/C=N/NC(=O)c3ccccc3O)c(=O)[nH]c2=S)cc1 | -1 | -11 | 5 | 0.4 | 7 | 82* | 1.3 | 0 | 12 | -3
CCOC(=O)c1c(-c2ccccc2)oc2ccc(OC(=O)N(C)C)cc12 | -5 | -231 | 11 | -4.0 | -2 | -4 | 1.1 | 2 | 1 | 0
COC(=O)c1cncn1C(C)c1ccccc1 (configuration not stated) | -1 | -4 | 8 | 0.3 | 0 | -4 | -2.2 | 2 | 5 | 5

(continued)
SMILES | NPR1 activator | ADAM10 inh | ARFGAP1 inhibitor | KLK7 zymogen act | ASAP1 inh | rCAG RNA binder | GAA850 FXN act | DDE Tn6 FP inh | sPLA2-III inh | NPR2 activator
Cc1ccc(CN2CCN(C)CC2)c(C)c1 | 1 | 6 | -1 | -0.2 | -3 | 8 | -1.9 | 2 | 5 | 2
CN(C)c1ccc(/C=C/c2cc[n+](C)c3ccccc23)cc1 | -83&-97 | 2&-8 | 37* | 0.3&0.6 | 44* | 17&29 | -9.8&-11 | 30* | 26* | -104&-133
CCN(CC)C(=O)c1ccc(NC(=O)c2ccc(-n3cncn3)c([N+](=O)[O-])c2)cc1 | 3 | -4 | -15 | 0.5 | -3 | -4 | 1.5 | 8 | -2 | -9
O=S(=O)(NC1CCCC1)OCC(Cl)(Cl)Cl | 0 | 2 | 0 | 0.7 | 8 | -2 | 2.5 | -4 | 6 | 3
FC(F)(F)c1cccc(-n2nnnc2C2(N3CCOCC3)CCCCC2)c1 | -10 | -2 | 11 | -0.8 | -3 | -5 | 2.3 | -5 | 5 | -7
COc1ccc(C(=O)N2CCOCC2)cc1S(=O)(=O)N1CCC(C)CC1 | 1 | -12 | -2 | 0.5 | -11 | -7 | -1.6 | -2 | 3 | 4
CN1CCN(c2ccc3c(c2)S(=O)(=O)c2ccccc2C3=O)CC1 | 3 | 6 | 1 | 20* | 0 | -10 | 8.8* | 4 | 2 | 6
Cc1cccnc1-n1c(C)nc2ccccc2c1=O | 10 | 1 | -2 | -0.1 | -8 | -1 | 0.7 | 0 | 2 | 3
CCCCCCC(=O)N/N=C/c1c(O)n(C(C)CC)c(=S)[nH]c1=O (configuration not stated) | 2 | 5 | 7 | -0.1 | -9 | 8 | -0.4 | 4 | -12 | 7
CCOC(=O)c1cccc(C2=C(CNC(=O)c3ccc([N+](=O)[O-])cc3)[C@H]3CC[C@@H](C2)N3Cc2ccccc2)c1 | 0 | 4 | -2 | 0.2 | 6 | 3 | -1.7 | 5 | -6 | 1
CCCCC12CNCC(C)(CNC1)C2=O | 5 | 2 | -7 | 0.4 | 2 | -4 | -2.3 | -3 | 1 | 4
CCOc1ccc(-n2c(O)c(C=Nc3ccc(N(CC)CC)cc3)c(=O)[nH]c2=O)cc1 | 3 | 6 | 6 | -0.8 | 11 | 0 | -3.3 | 2 | -2 | -3
C=CCN(CC#CCO)Cc1ccc(OC)cc1OC | 2 | -1 | . | 0.6 | . | 2 | . | 1 | 4 | -7
COCCNC(=O)CN1C(=O)CN=C(c2ccccc2)c2ccccc21 | 1 | -3 | 1 | 0.4 | 10 | -2 | 0.2 | 4 | 4 | -2
CCN(CC)S(=O)(=O)c1ccc(C(=O)NC2CN3CCC2CC3)cc1 (configuration not stated) | 2 | 7 | 2 | 0.3 | -14 | -2 | 1.7 | 4 | -4 | 2
Nc1nnc(P(c2ccccc2)c2ccccc2)s1 | 2 | -2 | -10 | -0.1 | -5 | -3 | 0.4 | 4 | 17 | 7
COc1ccc(CCNC2CCCCCC2)cc1 | 3 | 5 | 4 | 0.3 | -5 | 0 | 1.0 | -1 | 9 | 5
CC(C)C(C(=O)NC(C)(C)C)N1C(=O)CN=C(c2ccccc2)c2ccccc21 (configuration not stated) | -5 | 9 | . | -0.3 | . | 3 | . | -1 | 2 | -12
COC(=O)C1=C(c2ccc(OC(F)(F)F)cc2)C[C@@H]2CC[C@H]1N2C(=O)NCCc1ccccc1 | -4 | 2 | -3 | -0.4 | -2 | -10 | -5.4 | 2 | -3 | -1
COC(=O)C1=C(c2ccccc2)C[C@@H]2CC[C@H]1N2C | 1 | 0 | 9 | 0.5 | -7 | -2 | -1.5 | 6 | 2 | 8
OC1/C(=C/c2ccc(F)cc2)N2CCC1CC2 (configuration not stated) | 6 | -5 | 7 | -0.7 | -1 | -6 | 2.1 | 8 | 0 | 7
CN1C(C(=O)N2CCC3(CC2)OCCO3)=CC(c2ccc(F)cc2)=NS1(=O)=O | 1 | -3 | 10 | 1.2 | -12 | -1 | -0.3 | -6 | 3 | -4
OCc1cnc[nH]1 | 6 | 0 | -4 | 0.2 | 2 | -1 | 0.3 | 8 | 13 | 3
CC(C)C[C@H]1N=C(c2ccccc2)c2ccccc2N(CC(=O)NC(C)(C)C)C1=O | -20 | 0 | . | -0.2 | . | 2 | . | 5 | 0 | -17
O=C(C[N+]12CCC(CC1)C(C(O)(c1ccccc1)c1ccccc1)C2)c1ccc(Br)cc1 (configuration not stated) | 7 | 0 | 0 | -0.5 | 5 | 5 | 0.3 | -3 | 2 | 3
Cn1cnnc1Sc1cc(N2CCNCC2)ccc1[N+](=O)[O-] | 1 | 4 | -6 | 0.4 | -12 | 3 | -1.0 | -3 | -1 | 0
CC(=O)N1CCN(c2ccc(N=Cc3c(O)n(-c4ccc(Cl)cc4)c(=O)[nH]c3=O)cc2)CC1 | 4 | 9 | -5 | -0.6 | 9 | 5 | 2.8 | -4 | -11 | 2
